# DNMT1 inh – human DNMT1 methyltransferase inhibitors, primary screen, biochemical, molecular beacon, fluorescence, HinP1I cleavage, uHTS | 0.83% of 360,000 active | AID 588458, 2011 | inhibition (reported as % activation of signal), % at 10 µM | DNA (cytosine-5)-methyltransferase 1 (Homo sapiens), P26358; in the data active means inhibition above about 50%
# LMPTP block – LMPTP phosphatase inhibitors, primary screen, biochemical, fluorescence intensity, uHTS | Low molecular weight phosphotyrosine protein phosphatase (Homo sapiens), P24666 | inhibition, % at 20 µM | 0.22% of 360,000 active | recombinant LMPTP-A, OMFP fluorogenic substrate;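 active means compounds that cut the enzyme signal by at least half of the control window in the single-dose screen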;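 further: plate controls were DMSO wells with enzyme plus substrate for no effect and substrate without enzyme for full effect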
# Target sequence (P24666 whole entry, looked up): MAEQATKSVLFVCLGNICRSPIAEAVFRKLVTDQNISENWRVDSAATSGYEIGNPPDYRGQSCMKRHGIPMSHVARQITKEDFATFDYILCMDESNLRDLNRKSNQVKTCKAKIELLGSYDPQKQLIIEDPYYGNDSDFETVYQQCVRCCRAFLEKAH
#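 Test system: LMPTP-A phosphatase enzyme; input: 0.625 nM LMPTP-A final; reagent: OMFP substrate, 400 µM final; compound dosing: 20 µM single dose, 3% DMSO; incubation: 50 min dark incubation at room temperature; measured by: endpoint fluorescence intensity from OMFP dephosphorylation; measure: % inhibition relative to no-enzyme and uninhibited control wells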
# MT1-MMP act inh – blockers of MT1-MMP proenzyme processing, primary screen, HT1080 RFP-PRO-GFP cells, GFP/RFP fluorescence. Matrix metalloproteinase-14 (Homo sapiens), P50281. GFP/RFP ratio fluorescence, overnight; percent of plate control window, DMSO zero. GFP/RFP ratio change, % at 20 µM. 0.061% of 360,000 active. AID 651647, 2012;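 active means GFP/RFP ratio change of at least 30% with cell ATP level not reduced by more than half and red fluorescence within 50% of control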; further: strong numbers were not always called active
#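 Read-out: GFP/RFP fluorescence ratio; Test system: RFP-PRO-GFP reporter HT1080 cells; Compound dosing: single-point 20 µM compound, 1% DMSO; Times: overnight compound exposure at 37 °C.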
# Scp1 inh – Scp-1 phosphatase inhibitors, primary screen, biochemical, colorimetric, uHTS | Carboxy-terminal domain RNA polymerase II polypeptide A small phosphatase 1 (Homo … | Recombinant Scp1, phosphopeptide, malachite green phosphate absorbance | inhibition, % at 20 µM | 0.88% of 340,000 active | AID 493091, 2011;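 active means inhibition above about 50% at 20 µM, limit read from the data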;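 further: plate controls were DMSO wells with enzyme for no effect and wells lacking enzyme for full effect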
# Target sequence (Q9GZU7 76-261 limits assumed): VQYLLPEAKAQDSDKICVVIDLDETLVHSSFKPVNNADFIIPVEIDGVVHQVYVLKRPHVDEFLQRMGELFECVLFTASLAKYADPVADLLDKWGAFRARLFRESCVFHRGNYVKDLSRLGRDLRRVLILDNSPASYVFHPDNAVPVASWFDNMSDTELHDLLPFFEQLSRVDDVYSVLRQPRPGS
#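 Test system: SCP-1 catalytic domain; Buffer or medium: Acidic Tris acetate buffer with magnesium and detergent; Also added: Phosphorylated 17-residue peptide substrate; Compound: single 20 µM dose, 1% DMSO; Schedule: enzyme reaction 45 min at room temperature, colour 5 min, stabilisation 30 min; Signal: Phosphate-binding colour reagent, absorbance read at 630 nm.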
# NRP1-CendR mod – modulators of CendR peptide binding to NRP-1, primary screen, biochemical, fluorescence polarization, uHTS. Neuropilin-1 (Homo sapiens), O14786. 0.85% of 360,000 active. inhibition, % at 25 µM. AID 602438, 2012. FAM-RPARPAR peptide binding to NRP-1;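 active means inhibition or corrected inhibition above about 18%, plus a signal ratio from 0.5 to 1.5, limit read from the data, passing the limit was not always enough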; further: strong numbers were not always called active
# SUMO1 PPI mod – modulators of SUMO1 protein-protein interactions, primary screen, biochemical, uHTS; inhibition, % at 20 µM; 0.33% of 360,000 active; SUMO1 binding to a labelled peptide, TR-FRET, 1 h; AID 602429, 2012; in the data active means inhibition above about 37%
# Target sequence (P63165 whole entry, looked up): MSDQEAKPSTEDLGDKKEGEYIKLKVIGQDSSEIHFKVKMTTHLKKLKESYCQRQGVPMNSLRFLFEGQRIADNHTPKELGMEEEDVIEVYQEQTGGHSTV
# SKN-1 inh – suppressors of acrylamide-induced Pgst-4::GFP reporter in worms, primary screen, SKN-1 inhibitor project, whole organism, uHTS, GFP/RFP fluorescence ratio, strain VP596. C. elegans VP596 Pgst-4::GFP/RFP ratio, 24 h. AID 624304, 2012. 0.49% of 360,000 active. inhibition, % at 21.8 µM;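 active means interference check ratio from 0.5 to 1.5 plus GFP to RFP signal ratio inhibition reaching or exceeding a fixed threshold, cut at about 30% in these data, passing the limit was not always enough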; further: some compounds called inactive have numbers as strong as hits
# Rpn11 inh – Rpn11 (PSMD14) deubiquitinase inhibitors, primary screen, biochemical, fluorescence polarization, uHTS; human 26S proteasome, Ub4-pepOG fluorescence polarization; 20S core pre-blocked with epoxomicin; 0.59% of 360,000 active; 26S proteasome non-ATPase regulatory subunit 14 (Homo sapiens), O00487; calls only at 20 µM;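 active means inhibition at 20 µM, scaled to each plate's controls, above about 33%, limit read from the data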
# Target sequence (O00487 whole entry, looked up): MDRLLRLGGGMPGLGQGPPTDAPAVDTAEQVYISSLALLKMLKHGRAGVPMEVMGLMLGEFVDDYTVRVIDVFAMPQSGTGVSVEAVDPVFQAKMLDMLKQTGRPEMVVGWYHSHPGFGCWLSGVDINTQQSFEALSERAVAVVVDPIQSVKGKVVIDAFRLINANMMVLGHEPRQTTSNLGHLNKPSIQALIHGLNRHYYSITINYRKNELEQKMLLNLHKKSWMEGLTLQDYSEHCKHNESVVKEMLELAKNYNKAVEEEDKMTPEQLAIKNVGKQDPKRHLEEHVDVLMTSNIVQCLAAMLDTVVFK
# STEP block – STEP phosphatase inhibitors, primary screen, biochemical, fluorescence intensity, uHTS | recombinant STEP, OMFP fluorogenic substrate | 0.25% of 360,000 active | AID 588621, 2011 | inhibition, % at 20 µM | Tyrosine-protein phosphatase non-receptor type 5 (Homo sapiens), P54829;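 active means inhibition at 20 µM, scaled per plate between control wells, above about 37%, limit read from the data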;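 further: 0% = DMSO with enzyme and substrate and 100% = substrate only without enzyme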
#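 System: STEP phosphatase, cell-free reaction; Buffer or medium: Bis-Tris pH 6.0 buffer with DTT, detergent; Incubation: 20 min at room temperature, dark; Measured by: fluorescence, 480/540 nm.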
# NadD block – inhibitors of S. aureus NadD, primary screen, biochemical, colorimetric, uHTS. Nicotinate-nucleotide adenylyltransferase NadD (Staphylococcus aureus N315). purified NadD enzyme, colorimetric absorbance read-out. inhibition, % at 20 µM. 0.78% of 360,000 active. AID 602399, 2012; in the data active means inhibition above about 26%; further: some compounds past the cut are filed as inactive
# Starred values were filed as active, the others as inactive; i = inactive; x = not tested or not shown. Compounds were not picked by outcome, and some 3.9% of all compounds hit somewhere here.
Scp1 inh,SUMO1 PPI mod,NadD block,MT1-MMP act inh,LMPTP block,NRP1-CendR mod,Rpn11 inh,STEP block,DNMT1 inh,SKN-1 inh,structure
-5,2,-10,-6,-0.5,-8,i,4,1,5,CC(=O)Nc1ccc(S(=O)(=O)Oc2ccc(C(=S)N3CCCCC3)cc2)cc1
13,-2,4,-36,4.3,-50,i,2,7,4,N=c1oc2cc(O)ccc2cc1C(=O)Nc1ccc(Br)cc1
-6,-7,-2,1,0.8,-6,i,17,0,-1,CCn1c(N)c(C(=O)NCCOC)sc1=S
1,5,-8,3,-0.4,-11,i,-1,-1,-11,N#CCc1ccc(NC(=O)c2ccc(S(=O)(=O)N3CCCC3)cc2)cc1
-2,5,1,-1,-0.8,6,i,-1,-5,2,NC(=O)c1ccc(NC(=O)CS(=O)(=O)c2cn(CC(=O)N3CCCC3)c3ccccc23)cc1
-2,0,-3,6,1.3,9,i,0,-1,-5,CSc1nsc(SC)c1C(=O)OCC(F)(F)F
-6,4,-4,4,3.4,8,i,-2,-1,-5,CCn1c(=O)cc(SCC(=O)Nc2cccc(SC)c2)c2ccccc21
-4,7,-1,-3,-0.3,-5,i,-3,2,9,CCOC(=O)c1sc(NC(=O)C2CC(=O)N(c3ccccc3C)C2)nc1C (stereo not given)
-5,1,-7,-5,0.8,19,i,-4,3,4,Cc1ccc(-c2cc(C(=O)Nc3cnn(C(C)C)c3)no2)cc1
-7,-2,-7,9,-0.9,1,i,-5,1,2,CCOC(=O)C1CCN(C(=O)c2cccc(NS(=O)(=O)c3ccc(F)c(F)c3)c2)CC1
-2,-3,-1,-6,1.7,5,i,-1,-3,26,O=C(Cc1cccs1)Nc1ccc(Cl)cc1
-8,8,25,-14,-0.2,-5,i,2,-7,1,Cc1ccc(/C=N\NC(=O)C2CN(S(=O)(=O)c3ccccc3)CCN2S(=O)(=O)c2ccccc2)cc1 (stereo not given)
-6,6,0,5,0.1,-1,i,-1,-3,5,O=S(=O)(c1ccccc1F)N1CCN(CCc2ccccc2)CC1
-3,13,3,6,-1.2,-2,i,1,0,3,C=CCSc1nc2sc(C)c(C)c2c(=O)[nH]1
-2,2,1,6,-2.0,4,i,2,7,-16,CC(C)CN(Cc1cc2ccccc2[nH]c1=O)C(=O)c1cccnc1
14,44*,20,-5,8.8,-79,i,6,90*,8,COc1cccc(NS(=O)(=O)c2ccc3c(c2)C2C=CCC2C(c2ccc(C(=O)O)cc2)N3)c1 (stereo not given)
-5,-8,-3,1,0.7,-5,i,1,-2,59*,C(/C=C/c1ccco1)=N/N1CCN(c2ccccc2)CC1
-11,-3,-1,2,2.3,10,i,1,-8,-9,O=C(OCCN(C1=NS(=O)(=O)c2ccccc21)c1ccccc1Cl)c1ccc(Cl)cc1
0,-1,4,3,-1.0,-3,i,-1,0,-26,O=C(O)CN=C1NC2(CCCC2)Cc2ccccc21
11,3,2,4,-0.5,14,i,1,3,15,Cc1ccc(-n2c(-c3ccc(Cl)cc3)n[nH]c2=S)cc1
-5,4,14,4,0.1,-8,i,0,1,0,COc1ccc(-c2csc(CCn3nc(C)cc3C)n2)cc1
-11,1,-6,0,0.9,-1,i,-2,1,6,COc1ccc(S(=O)(=O)NC2CC(=O)N(c3ccc4c(c3)OCCO4)C2)cc1 (stereo not given)
10,-3,-6,-5,1.2,6,i,-2,1,1,CC1CCCCC12NC(=O)N(CC(=O)c1ccc3c(c1)OCO3)C2=O (stereo not given)
-4,19,14,-16,4.8,-16,i,4,-16,-1,CCCCCn1c(NC(=O)c2ccco2)c(S(=O)(=O)c2ccc(C)cc2)c2nc3ccccc3nc21
3,2,3,-4,-0.4,4,i,2,-5,6,Cc1ccccc1S(=O)(=O)Cc1ccc(C(=O)N2CCN(c3ccc(F)cc3)CC2)o1

Scp1 inh,SUMO1 PPI mod,NadD block,MT1-MMP act inh,LMPTP block,NRP1-CendR mod,Rpn11 inh,STEP block,DNMT1 inh,SKN-1 inh,structure
-7,-3,1,-1,-0.9,10,i,2,-1,14,CN(C)c1ccc(CNS(=O)(=O)c2ccc3c(c2)NC(=O)CS3)cc1
-5,6,-4,8,-1.1,-12,i,1,3,-1,CCOC(=O)c1sc(NS(=O)(=O)c2ccc(NC(C)=O)cc2)nc1C
5,-1,19,-4,2.6,7,i,5,1,-6,O=[N+]([O-])c1cccc(NC(=S)Nc2nc(-c3ccccc3Cl)cs2)c1
-3,1,-3,-1,-1.4,1,i,-2,2,4,O=C(c1ncc[nH]1)c1ccccc1C(=O)N1CCOCC1
-4,-4,4,2,-0.9,1,i,3,1,6,Nc1ccc(S(=O)(=O)Nc2nccc(/C=C/c3ccccc3F)n2)cc1
-6,2,-4,-1,-1.2,4,i,1,0,6,O=Cc1cn(CC(O)CN2CCCCC2)c2ccccc12 (stereo not given)
6,-2,17,-1,4.9,12,i,1,-4,-2,O=C(CNC(=O)c1cccc(F)c1)N/N=C/c1cc(Br)ccc1OCc1ccccc1
x,9,0,2,0.4,-2,i,-1,4,11,CCCn1c(=S)[nH]c2cc(C(=O)N3CCN(C)CC3)ccc2c1=O
-10,4,4,-2,-1.0,4,i,1,0,0,O=C(O)CC(Cc1ccccc1)(C(=O)O)c1ccccc1 (stereo not given)
5,-15,1,-3,-1.3,14,i,1,-6,-1,O=Cc1nccc2ccccc12
-3,-13,-3,-8,-0.9,-8,i,9,-18,11,COc1ccc(-c2oc3ncnc(NCCCN4CCOCC4)c3c2-c2ccc(OC)cc2)cc1
3,-1,-7,-4,-4.6,-1,i,1,-4,24,COC(=O)c1cc2c(cc1Cl)SC(=NCCCN1CCOCC1)NS2(=O)=O
4,-11,-7,3,-1.9,4,i,0,2,9,Cc1cc(C(=O)Nc2ccccc2C(=O)N2CCCCC2)ccc1[N+](=O)[O-]
-5,-4,13,-6,0.3,-8,i,2,-12,-2,COc1cccc(C(=O)O[C@H]2[C@H](Cc3ccccc3)NS(=O)(=O)[C@H]3C[C@@H]4C=C[C@]23O4)c1
11,-1,7,2,-0.1,-5,i,0,1,-14,CC(C)Cn1c(C23CC4CC(CC(C4)C2)C3)n[nH]c1=S
-16,1,-6,-10,2.8,3,i,-1,-3,5,CCCC(O)(c1ccc(Cl)cc1)C(CN1CCOCC1)c1ccc(Cl)cc1 (stereo not given)
-9,-7,9,-6,0.8,-12,i,2,-6,9,CN(C)/C=C1\NC(=S)N(c2ccc(Cl)cc2)C1=O
-5,-5,0,-4,-1.4,-16,i,-1,5,3,COc1ccc(C(=O)NCCc2nnc3ccc(SCC(=O)N4CCOCC4)nn23)cc1
-11,-1,1,1,1.4,-3,i,-2,1,9,CCC(C)NS(=O)(=O)c1ccc(NC(=O)C2CCCO2)cc1 (stereo not given)
-8,3,4,0,-10,2,i,-9,-1,7,CN(C)CCCNCCCNC(=O)/C=N/O
-3,4,-4,3,0.9,4,i,7,-3,11,COCCn1c(-c2ccc(C#N)cc2)nc2c1c(=O)[nH]c(=O)n2Cc1ccccc1
x,3,-5,-1,3.3,2,i,-2,-28,10,COc1ccc(-c2nc3cc(C)c(Br)c(C)n3c2Cc2cccc(F)c2)cc1OC
3,-12,12,3,2.9,10,i,1,-14,-7,Nc1ccc(N2CCOCC2)c2nonc12
-5,-4,2,-2,-0.6,-6,i,-1,-2,1,Cc1cc(OCC(=O)Nc2ccncc2)ccc1[N+](=O)[O-]
-8,3,-6,-2,1.8,-7,i,-1,-3,10,CCNc1nc(N)nc(-c2cc(Cl)ccc2O)n1

Scp1 inh,SUMO1 PPI mod,NadD block,MT1-MMP act inh,LMPTP block,NRP1-CendR mod,Rpn11 inh,STEP block,DNMT1 inh,SKN-1 inh,structure
-12,-20,3,-1,1.6,-14,i,3,-2,16,COc1cc(/C=C/C(=O)c2ccc(Cl)s2)cc(OC)c1O
-10,-13,-5,1,-0.3,7,i,-2,-7,-4,O=C(CCCCCN1C(=O)c2ccccc2C1=O)Nc1cccc(O)c1
-7,-13,0,-2,1.6,18,i,-7,-8,0,CN1CCCC1=Nc1c2c(nc3ccccc13)N(C)CC2
x,9,3,2,-1.3,-6,i,-1,1,14,Cn1c(=O)ccc2ccccc21
-1,5,0,-1,-2.1,2,i,3,-2,-3,Nc1cccnc1Oc1ccccc1F
0,4,5,-2,3.3,-1,i,3,6,2,CCCCC1CCC(C(=O)Nc2ccccc2N2CCOCC2)CC1 (stereo not given)
x,0,13,1,1.7,3,i,-1,-16,16,O=C1Nc2ccccc2N=C(c2ccc3c(c2)OCO3)C1N(C(=O)c1ccnc2ccccc12)c1ccccc1 (stereo not given)
3,-2,-6,-7,-1.0,-8,i,-4,-4,22,COc1ccccc1CN1CCN(C(CC(C)C)c2nnnn2Cc2cccs2)CC1 (stereo not given)
1,8,-1,0,-1.0,0,i,3,2,15,CCn1c(SCC(=O)NC2CCCCC2)nnc1-c1ccccn1
0,-10,-5,-8,-0.2,16,i,-2,-1,1,CCc1c(C)c(C#N)c2nc3ccccc3n2c1NCCN(C)C
-8,-1,-4,4,-0.7,12,i,-2,2,7,CSc1ccccc1C(=O)Nc1cccc(N(C)S(C)(=O)=O)c1
19,-13,-2,-1,-1.6,9,i,0,-4,24,Cn1c(-c2ccc(F)cc2)cnc1NCc1cc2c(cc1[N+](=O)[O-])OCO2

# Ordered by molecular weight (high to low): part of the list above.
Scp1 inh,SUMO1 PPI mod,NadD block,MT1-MMP act inh,LMPTP block,NRP1-CendR mod,Rpn11 inh,STEP block,DNMT1 inh,SKN-1 inh,structure
-8,-1,-4,4,-0.7,12,i,-2,2,7,CSc1ccccc1C(=O)Nc1cccc(N(C)S(C)(=O)=O)c1
0,-10,-5,-8,-0.2,16,i,-2,-1,1,CCc1c(C)c(C#N)c2nc3ccccc3n2c1NCCN(C)C
-7,-13,0,-2,1.6,18,i,-7,-8,0,CN1CCCC1=Nc1c2c(nc3ccccc13)N(C)CC2

# Bioassay records as filed in PubChem BioAssay.
